STAT3 activator: increases IL-6 driven STAT3 reporter signal; actives 0.91% (n = 190,000); activation (% of control), % at 5.6 µM; U3A cells, IL-6 STAT3-luciferase reporter, luminescence; 100% = signal with IL-6 EC80 alone;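 active = activation above the screen-wide mean of compound activation plus 3 SD, cut at about 130% in these data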;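 note: 0% = background luminescence of wells with medium and substrate only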
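Material: STAT3-luciferase reporter U3A cells. Controls: IL-6-treated wells, 100% activation. Read-out: % activation versus median of IL-6-stimulated wells. Probe or stimulus: IL-6 stimulus at 33 ng/mL final. Timing: compound 1 h, then IL-6 6 h at 37 °C. Signal: reporter luminescence signal.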
PPARg SRC1 recr: promotes SRC-1 coactivator recruitment by human PPARgamma; activation, % at 8 µM; AID 631; P37231; PPARgamma-SRC-1 coactivator recruitment biochemical assay; actives 0.41% (n = 200,000); in the data active = activation above about 19%;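 note: 0% = DMSO and 100% = reference agonist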
Target sequence (P37231 whole entry, looked up): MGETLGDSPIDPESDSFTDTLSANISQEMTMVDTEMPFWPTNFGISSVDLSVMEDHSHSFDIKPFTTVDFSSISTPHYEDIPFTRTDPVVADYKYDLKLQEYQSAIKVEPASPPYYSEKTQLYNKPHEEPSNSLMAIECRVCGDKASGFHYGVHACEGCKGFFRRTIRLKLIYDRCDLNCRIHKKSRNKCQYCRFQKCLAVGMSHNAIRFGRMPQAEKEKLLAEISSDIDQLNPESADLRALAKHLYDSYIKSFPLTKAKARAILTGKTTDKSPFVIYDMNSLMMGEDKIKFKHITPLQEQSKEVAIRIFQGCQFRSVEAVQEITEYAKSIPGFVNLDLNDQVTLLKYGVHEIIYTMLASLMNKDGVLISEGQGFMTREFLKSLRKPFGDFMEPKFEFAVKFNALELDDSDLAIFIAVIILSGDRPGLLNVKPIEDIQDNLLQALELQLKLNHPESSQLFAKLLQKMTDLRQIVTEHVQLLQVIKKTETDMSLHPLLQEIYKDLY
STAT3 blocker: STAT3 signaling inhibition; U3A cells, IL-6 STAT3-luciferase reporter, luminescence; host cell line lacks STAT1; inhibition, % at 5.5 µM; actives 0.89% (n = 190,000); AID 862;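 active = inhibition above the mean inhibition across all screened compounds plus 3 SD, cut at about 44% in these data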;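 note: 0% = DMSO only wells and 100% = 100 µM nifuroxazide control wells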
bIAP inhibitor: blocks bovine intestinal alkaline phosphatase activity; 190,000 tested, under 10 active; AID 1019; inhibition, % at 20 µM; purified bovine IAP, CDP-star luminescence, 30 min;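 active = over 50% inhibition of intestinal alkaline phosphatase at 20 µM in the single-dose screen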
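System: purified bovine intestinal alkaline phosphatase (IAP) enzyme; Input: IAP diluted 1/65,000,000 in the well; Measured by: CDP-star luminescence signal; Compound dosing: 20 µM single dose; Incubation: 30 min reaction at room temperature.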
bIAP activator: intestinal alkaline phosphatase (bovine) activation; AID 1016; purified bovine IAP, CDP-star luminescence, 30 min; hits give high values; fold of DMSO-control signal, blank-subtracted; actives 0.17% (n = 200,000); activation factor at 20 µM;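 active = activation factor of 2 or more at 20 µM, a signal rise over negative controls twice the positive control's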
PPARg SRC3 recr: promotes SRC-3 coactivator recruitment by human PPARgamma; P37231; biochemical PPARgamma/SRC-3 coactivator recruitment assay; activation, % at 8 µM; actives 0.26% (n = 200,000); AID 731; in the data active = activation above about 23%;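 note: 0% = DMSO and 100% = reference agonist; some compounds past the cut are filed as inactive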
TR-FRET SRC-2 ct: TR-FRET artefact, counter-screen to PPARgamma/SRC-2 agonist assay; hits give high values; actives 0.4% (n = 200,000); TR-FRET ratio at 8 µM; AID 1049; in the data active = TR-FRET ratio above about 2000; note: inactives centre near 1500
ROMK primary: modulators of human ROMK potassium channel | P48048 | actives 2% (n = 130,000) | B-score at 10 µM | Tet-inducible ROMK, thallium flux fluorescence; actives lie on both sides | AID 1918;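 active = signal ratio slope over the read window, or its plate-corrected B-score, at least 3 SD from the plate mean, either direction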;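 note: B-score of the F/F0 ratio slope over 7 to 12 s after thallium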
STAT1 blocker: reduces IFN-gamma driven STAT1 reporter signal; NIH 3T3 STAT1-luciferase reporter, luminescence; inhibition, % at 5.5 µM; actives 0.35% (n = 200,000); AID 920;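 active = inhibition above a set limit, the mean inhibition across all tested compounds plus 3 SD, cut at about 34% in these data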;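 note: 0% = IFN-gamma with DMSO and 100% = IFN-gamma with 300 µM nifuroxazide; values of inactives mirror those of a sister screen read the other way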
TNAP act hi DEA: TNAP (human) activation, high acceptor; 200,000 tested, under 10 active; purified TNAP, CDP-star luminescence, 1 M DEA, 30 min; hits give high values; 0 = EDTA background, 1 = DMSO-only activity; activation factor at 20 µM; P05186;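 active = activation factor at least 2 at 20 µM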
Target sequence (P05186 whole entry, looked up): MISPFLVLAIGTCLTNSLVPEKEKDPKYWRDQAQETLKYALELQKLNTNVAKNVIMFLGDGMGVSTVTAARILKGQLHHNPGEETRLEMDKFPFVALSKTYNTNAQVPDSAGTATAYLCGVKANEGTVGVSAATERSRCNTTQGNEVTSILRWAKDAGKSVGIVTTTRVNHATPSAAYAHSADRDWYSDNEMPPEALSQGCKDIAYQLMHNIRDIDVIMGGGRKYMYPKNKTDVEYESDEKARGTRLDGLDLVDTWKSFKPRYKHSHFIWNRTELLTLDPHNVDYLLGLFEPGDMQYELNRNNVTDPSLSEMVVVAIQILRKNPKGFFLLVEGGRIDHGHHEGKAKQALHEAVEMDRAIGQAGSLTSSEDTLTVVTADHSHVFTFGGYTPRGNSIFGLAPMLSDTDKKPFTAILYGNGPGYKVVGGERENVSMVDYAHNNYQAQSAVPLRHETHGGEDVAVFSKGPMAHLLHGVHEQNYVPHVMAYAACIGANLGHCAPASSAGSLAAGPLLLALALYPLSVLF
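Test system – human TNAP · Doses – 20 µM single point · Incubation – 30 min, room temperature · Signal – luminescent substrate turnover signal · Read-out basis – activation factor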
PPARg SRC-2 ag: promotes SRC-2 coactivator recruitment by human PPARgamma; PPARgamma LBD-SRC-2 recruitment, biochemical; activation, % at 8 µM; actives 0.34% (n = 200,000); AID 1032; in the data active = activation above about 22%;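 note: 0% = vehicle and 100% = reference agonist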
* = called active by the depositor; . = not tested or not shown. Some of the compounds tested; rates above refer to the full screens.

Below each SMILES – STAT3 activator, PPARg SRC1 recr, STAT3 blocker, bIAP inhibitor, bIAP activator, PPARg SRC3 recr, TR-FRET SRC-2 ct, ROMK primary, STAT1 blocker, TNAP act hi DEA, PPARg SRC-2 ag
CN(C)CC1CSCCC1(O)c1ccccc1Cl (stereo not drawn)
→ 101.3, -3.6, 1.6, 7.3, 0.9, 4.7, 1255, 0.573, -8.5, 1, -2.6
Cc1cc(C)n2nc(C)[n+](C)c2n1
→ 102.6, 0.6, 2.2, -5.9, 1.1, 4.7, 1628, ., -5.7, 1, -5.5
CN1CCC(N(C)Cc2cccnc2)CC1
→ 97.3, 0.1, 8.9, -3.8, 1, 5.3, 1471, 0.357, 0.7, 1, 2.8
NCC(CC(=O)O)C1CCCCC1 (stereo not drawn)
→ 98.4, 1.7, 2.0, 8.3, 0.9, -0.7, 1696, 2.43, 0.5, 1, 7.6
CCN(CC)C(=O)c1ccc(NC(=O)c2cccc(F)c2)cc1
→ 98.2, 2.1, 9.4, 4.0, 1, -8.6, 1306, -0.222, 1.9, 1, 0.4
CCCCN1C(=O)/C(=C\c2ccco2)C(=O)N(CCc2ccccc2)C1=O
→ 98.6, 10.1, 3.2, 5.6, 0.9, 7.6, 1452, ., -4.9, 1, 6.8
CC(NCc1ccccc1Cl)C(O)c1ccccc1 (stereo not drawn)
→ 99.7, 3.9, 5.2, -0.6, 1, 2.0, 1475, -0.315, -3.9, 1, 3.4
CN[C@H](C)[C@H](O)c1ccccc1
→ ., -10.8, ., 10.0, 0.9, 0.5, 1403, ., ., 1.1, 2.9
CCOC(=O)c1cc(C(O)(C(=O)OC)C(F)(F)F)c(/N=C/N(C)C)o1 (stereo not drawn)
→ 102.5, 0.6, -2.7, 5.9, 0.9, -3.7, 1413, 0.286, 1.6, 1, 6.4
COc1ccc(C(=O)C2CCCN(Cc3cnc(C)s3)C2)c(OC)c1 (stereo not drawn)
→ 88.8, -6.9, 17.2, 9.6, 0.9, -3.1, 1635, 1.05, 9.0, 1.1, 0.2
COc1cccc(C(=O)C2CN(C)CC2c2ccc(Cl)cc2)c1 (stereo not drawn)
→ 100.4, 0.4, 6.0, 5.6, 0.9, -0.5, 1661, 0.689, 6.8, 1, 2.4
O=C(O)C1C2c3ccccc3C(c3ccccc32)C1C(=O)Nc1ccccc1 (stereo not drawn)
→ 90.9, 1.4, 12.9, -0.9, 1, 7.1, 1587, 1.11, 1.4, 1, 6.7
CC1=NCCc2c1[nH]c1ccccc21
→ 109.0, 4.8, -9.8, -9.6, 1.1, -2.0, 1546, -0.138, -3.4, 1.1, 1.1
O=c1[nH]c(=O)n(CCC2=CCCCC2)c(O)c1C=NCCCn1ccnc1
→ 98.3, 4.3, 2.8, -29.9, 1.3, -0.7, 1488, 0.152, 0.2, 1, 2.6
C(#CCN1CCOCC1)COCC#Cc1ccccc1
→ 98.6, 3.7, 5.4, 0.6, 1, -2.0, 1479, ., -6.2, 1.1, 6.0
CC1(C)C(=O)C=C[C@]2(C)[C@H]3CC[C@@]4(C)[C@H](c5ccoc5)OC(=O)[C@H]5O[C@]54[C@]3(C)[C@H](O)C[C@@H]12
→ 111.8, 2.7, -16.9, -22.6, 1.2, 2.4, 1357, 1.45, 0.8, 1, 4.3
COC(=O)c1ccccc1N=Cc1c(O)[nH]c(=S)[nH]c1=O
→ 98.0, -3.1, 5.9, -13.2, 1.1, -1.4, 1509, ., -7.8, 1, 1.8
Cc1cc(C=C(C#N)C#N)ccc1N1CCCC1
→ 91.7, 1.9, 13.9, 5.7, 0.9, 2.2, 1545, -1.35, 2.9, 1, 4.6
CC1CC2(O)c3no[n+]([O-])c3CCC2N1O (stereo not drawn)
→ 105.7, 3.5, -1.8, 5.9, 0.9, -1.0, 1460, ., -1.7, 1.1, 3.2
CCN(CC)CCCN=C(C)c1c(O)n(C2CCCCC2)c(=O)[nH]c1=O
→ 107.8, 2.1, -6.7, -19.4, 1.2, -0.7, 1513, -0.289, 0.9, 0.9, 8.0
OC1(c2ccc(F)cc2)CC2CCC(C1)N2Cc1nnnn1C1CCCCC1 (stereo not drawn)
→ 102.2, 3.6, 0.3, 0.9, 1, -0.4, 1497, -4.8*, -10.8, 1, 5.2
O=[N+]([O-])c1ccc(N2CCCC2)c2ccncc12
→ 102.2, 8.0, 5.1, 34.9, 0.7, 1.6, 1786, 1.92, 14.2, 0.5, 2.2
O=c1[nH]c(=O)n(Cc2ccco2)c(O)c1/C=N/N1CCCCCC1
→ 100.8, 7.9, -3.6, ., 0.4, 2.7, 1487, -0.335, 5.7, 1.1, 4.2
CC(NC1CCCCC1)C(O)C12CC3CC(CC(C3)C1)C2 (stereo not drawn)
→ 107.0, 3.7, -2.3, -3.3, 1, -1.8, 1515, -2.26, -2.9, 1, 10.2
O=C(Nc1ccc(C(F)(F)F)cc1)c1cccn(Cc2ccc3c(c2)OC(F)(F)O3)c1=O
→ 72.7, -0.5, 38.6, 22.9, 0.8, 4.0, 1521, ., -6.1, 1, 3.2
O=P(Nc1ccccc1)(Nc1ccccc1)Oc1cccc(Cl)c1
→ 98.0, -1.3, 10.0, 4.4, 1, -3.7, 1483, 0.167, 4.9, 1.1, 4.1
O=C(O)Cn1cc(C(=O)c2ccccc2)c2ccccc21
→ 103.8, 2.4, -0.2, 5.8, 0.9, 10.0, 1651, ., -2.9, 1.1, 8.5
CCCNc1oc(-c2cccc3ccccc23)nc1C#N
→ 101.6, 3.1, 4.6, 11.3, 0.9, 2.3, 1580, ., -4.9, 1, -1.7
O=C1NC(=O)N(Cc2ccccc2)C(=O)/C1=C\N1CCCc2ccccc21
→ 107.5, 0.9, -8.4, -0.5, 1, 3.5, 1439, -0.0141, -2.9, 1, -4.1
O=C(Cc1ccccc1)N1CCN(C2CCCCCC2)CC1
→ 94.5, -2.9, 12.2, -10.7, 1.1, -2.7, 1517, 0.0193, 2.3, 1, -5.5
O=C(Nc1cccc2ccccc12)N1CCC2(CC1)OCCO2
→ 104.7, 12.0, 2.5, -6.3, 1.1, 3.0, 1512, -0.682, -17.1, 1, 2.2
CCc1ccc(CN2CCN(C(=O)Cc3ccccc3)CC2)cc1
→ 81.8, 13.4, 25.6, -24.6, 1.2, 1.5, 1765, -1.18, 3.0, 1, -4.2
Cc1ccc2c(c1)C1CN(C)CCC1N2C(=O)Nc1cccc(C(F)(F)F)c1 (stereo not drawn)
→ 98.2, -5.3, 2.0, -1.6, 1, -0.8, 1413, -0.558, -6.0, 1, -2.0
CCOC(=O)C1(CCc2ccccc2)CCN(Cc2cccc3cnccc23)CC1
→ 98.5, 2.3, 6.1, -13.7, 1.1, 0.2, 1496, -0.613, 1.1, 1.1, 4.0
O=C(c1cc2c(s1)CCCCCC2)N1CCC2(CC1)OCCO2
→ 104.1, 4.5, -2.2, 5.6, 0.9, -0.7, 1536, ., -2.0, 1.1, 15.1
O=C(C[n+]1ccn(CCCNP2(=O)C=C(c3ccccc3)OC(c3ccccc3)=C2)c1)c1ccccc1
→ 98.7, 2.7, 1.4, 9.8, 0.9, 1.6, 1482, -0.957, 0.0, 1, 2.0
CCOC(=O)c1sc(/N=C/c2c(O)n(-c3ccccc3)c(=O)[nH]c2=O)c(C#N)c1C
→ 94.5, 4.7, 13.6, 6.0, 0.9, 15.0, 1505, -0.332, 4.3, 1, 0.3
CC(=O)c1ccc(-c2ccccc2)cc1
→ 93.0, 5.2, 12.3, 0.0, 1, 3.2, 1567, -0.113, -24.9, 1, 1.5
C=C(CO)CC1CC(O)[C@]2(C)OC3CC4OC5C[C@]6(C)O[C@]7(C)CCC8OC9C[C@]%10(C)OC%11C(C)=CC(=O)OC%11CC%10OC9C[C@@H](C)C8OC7CC6O[C@]5(C)C/C=C\C4OC3CC2O1 (stereo partly drawn)
→ ., 3.1, ., -9.4, 1.1, -3.1, 1542, ., 2.5, 1, 9.8
COCCNCCOc1ccc(C(C)(C)c2ccccc2)cc1
→ 103.1, -1.6, 5.2, 24.3, 0.8, 1.2, 1587, -1.05, 2.0, 1, 2.8

Whole records, quoted from the list:
`CCOC(=O)c1sc(/N=C/c2c(O)n(-c3ccccc3)c(=O)[nH]c2=O)c(C#N)c1C` is listed with STAT3 activator = 94.5; PPARg SRC1 recr = 4.7; STAT3 blocker = 13.6; bIAP inhibitor = 6.0; bIAP activator = 0.9; PPARg SRC3 recr = 15.0; TR-FRET SRC-2 ct = 1505; ROMK primary = -0.332; STAT1 blocker = 4.3; TNAP act hi DEA = 1; PPARg SRC-2 ag = 0.3
`CC(NC1CCCCC1)C(O)C12CC3CC(CC(C3)C1)C2` (stereo not drawn) is listed with STAT3 activator = 107.0; PPARg SRC1 recr = 3.7; STAT3 blocker = -2.3; bIAP inhibitor = -3.3; bIAP activator = 1; PPARg SRC3 recr = -1.8; TR-FRET SRC-2 ct = 1515; ROMK primary = -2.26; STAT1 blocker = -2.9; TNAP act hi DEA = 1; PPARg SRC-2 ag = 10.2

Other structures:
Below each SMILES – STAT3 activator, PPARg SRC1 recr, STAT3 blocker, bIAP inhibitor, bIAP activator, PPARg SRC3 recr, TR-FRET SRC-2 ct, ROMK primary, STAT1 blocker, TNAP act hi DEA, PPARg SRC-2 ag
C=Cn1ccnc1P(=S)(c1ccn(C)c1)c1nccn1C=C
→ 96.3, 1.2, 8.1, 4.2, 1, 4.8, 1600, ., 4.1, 1.1, -3.6
CC1CCCCN1Cc1ccc(Cl)nc1 (stereo not drawn)
→ 104.4, -6.8, 5.9, -12.3, 1.1, 4.5, 1519, 0.476, -10.2, 1, -11.6
CCOc1c(P(=S)(N(C)C)N(C)C)c(C)nn1-c1ccccc1
→ 101.0, 0.7, 2.7, -7.3, 1.1, -3.7, 1396, ., 12.4, 1, 7.0
CCCn1c(C(=O)c2ccc(OC)cc2)nc2ccccc21
→ 94.2, -4.8, 9.0, 3.4, 1, 1.0, 1471, -0.811, -9.8, 1, -2.9
CCn1c(C(=O)N2CCC(C(=O)N3CCC4(CC3)OCCO4)CC2)cc2sccc21
→ 96.3, 4.9, 9.5, -11.4, 1.1, -1.1, 1603, -0.28, 10.7, 1, -1.9
CC(C)NC(=O)c1ccc(N2CC3CC(C2)c2cccc(=O)n2C3)c([N+](=O)[O-])c1 (stereo not drawn)
→ 99.7, -10.3, 6.7, 18.6, 0.8, -0.4, 1530, 0.731, -0.7, 1, 7.6
CCOC(=O)N(C)c1ccc(C(O)(C(=O)OCC)C(F)(F)F)cc1 (stereo not drawn)
→ 98.5, -1.5, 6.1, 7.5, 0.9, 1.9, 1476, ., 8.9, 1, 2.8
O=C(c1cnn2c(C(F)(F)F)cc(-c3ccccc3)nc12)N1CCC2(CC1)OCCO2
→ 99.3, 10.5, 2.0, 1.2, 1, -4.6, 1525, -0.773, 0.6, 1, 2.6
CC(=O)N1CCC2(CC1)CC(=O)c1cc(OCC(=O)N3CCC4(CC3)OCCO4)ccc1O2
→ 100.3, 0.7, 8.2, -9.1, 1.1, -5.1, 1414, 1.53, 1.2, 1, -5.6
CN1CCC(O)(c2ccc(Cl)cc2)C(C(=O)c2ccc(Cl)cc2)C1 (stereo not drawn)
→ 97.2, 10.8, 13.3, 4.2, 1, 2.6, 1678, -0.842, -3.7, 1, 2.4
